5HT1a antag = blocks the human serotonin 5-HT1a receptor. P08908. CHO 5-HT1a Ga15 NFAT-bla reporter, antagonist mode. inhibition, % at 10 µM. 62,000 tested, 0.68% active. AID 612;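 active = inhibition above the mean of all tested compounds plus 3 SD, cut at about 43% in these data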;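 note: receptor stimulated by 5-CT agonist at 100 nM near EC80; beta-lactamase reporter measured by ratiometric fluorescence of a cleavable substrate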
Target sequence (P08908 whole entry, looked up): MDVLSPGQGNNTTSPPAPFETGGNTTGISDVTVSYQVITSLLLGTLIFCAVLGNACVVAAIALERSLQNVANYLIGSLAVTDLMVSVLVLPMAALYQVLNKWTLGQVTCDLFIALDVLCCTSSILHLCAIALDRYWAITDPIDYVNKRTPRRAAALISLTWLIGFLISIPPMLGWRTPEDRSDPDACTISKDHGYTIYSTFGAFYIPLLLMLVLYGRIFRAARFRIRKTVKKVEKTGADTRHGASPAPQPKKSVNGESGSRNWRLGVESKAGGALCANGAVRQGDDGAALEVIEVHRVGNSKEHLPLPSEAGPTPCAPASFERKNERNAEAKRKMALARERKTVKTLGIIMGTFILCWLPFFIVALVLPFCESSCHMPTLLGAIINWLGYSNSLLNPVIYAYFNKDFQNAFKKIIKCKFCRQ
S1P1 ag pot = activates or potentiates agonism at human S1P1 receptor | P21453 | S1P1 CRE-bla cells, forskolin, beta-lactamase FRET, potentiator mode; S1P1 agonist co-added at EC20, 2 nM; 100% = saturating reference agonist, 0% = basal | activation, % at 9.5 µM | 56,000 tested, 0.57% active | AID 449;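 active = activation above a cutoff set at the mean activation of all tested compounds plus 3 SD, cut at about 54% in these data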;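 note: forskolin at 4 µM as EC80 and the EC20 agonist is SEW2871; 100% = SEW2871 at its EC100 plus forskolin at EC80; some compounds past the cut are filed as inactive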
D1 mod = allosteric modulators of human D1 dopamine receptor; 58,000 tested, 5.9% active; AID 641; P21728; HEK293 D1, CRE-luciferase, dopamine EC30 potentiation; actives deviate in either direction; B-score at 10 µM;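 active = luminescence count or its row- and column-corrected plate score outside the 99.7% band of the plate's sample wells, on either side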
5HT1E antag = blocks the human 5-HT1E serotonin receptor; CHO 5-HT1E Ga15 NFAT-bla reporter, FRET, antagonist; inhibition, % at 6 µM; 65,000 tested, 0.99% active;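 active = inhibition above a set limit, the mean inhibition across every tested compound plus 3 SD, cut at about 29% in these data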;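 note: signal is the 460 over 535 nm emission ratio of beta-lactamase substrate; 0% = agonist plus DMSO wells and 100% = wells without agonist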
Target sequence (P28566 whole entry, looked up): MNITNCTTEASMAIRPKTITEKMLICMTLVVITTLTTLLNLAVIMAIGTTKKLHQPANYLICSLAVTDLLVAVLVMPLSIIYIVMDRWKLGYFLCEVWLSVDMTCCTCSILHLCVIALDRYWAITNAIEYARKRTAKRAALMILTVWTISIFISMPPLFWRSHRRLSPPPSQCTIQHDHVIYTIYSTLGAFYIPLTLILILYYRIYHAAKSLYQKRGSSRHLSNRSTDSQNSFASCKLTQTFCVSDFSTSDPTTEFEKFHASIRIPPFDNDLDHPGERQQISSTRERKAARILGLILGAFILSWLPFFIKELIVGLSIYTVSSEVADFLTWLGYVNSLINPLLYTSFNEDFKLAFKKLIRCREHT
S1P3 ag = agonists of human S1P3 receptor; S1P3 NFAT-BLA reporter cells, agonism, FRET ratio; relative to 1 µM S1P, basal subtracted; activation, % at 4.5 µM; 60,000 tested, 0.1% active; AID 373;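 active = activation above the screen-wide mean plus 3 SD, cut at about 4.5% in these data, passing the limit was not always enough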; note: some compounds called inactive have numbers as strong as hits
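Material: Human S1P3 NFAT-BLA reporter CHO cells | Incubation: Overnight plating, 4 h compound 37 °C, 2 h substrate RT | Signal: FRET β-lactamase substrate fluorescence, excitation 405 nm, 460/535 nm emission ratio, background-subtracted | Compound: 4.5 µM final, single dose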
5HT1a ag = activates the human 5-HT1a serotonin receptor. activation, % at 10 µM. CHO 5-HT1a Ga15 NFAT-bla reporter, FRET ratio; 0% basal, 100% maximal reference agonist. P08908. 65,000 tested, 0.56% active. AID 567;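 active = activation above the screen-wide mean activation plus 3 SD, cut at about 19% in these data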;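 note: 0% = DMSO wells and 100% = 5-CT at EC100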
5HT1E ag = 5-HT1E (human) receptor agonism; P28566; CHO 5-HT1E Ga15 NFAT-bla reporter, FRET; 0% DMSO wells, 100% control agonist wells; activation, % at 6 µM; 65,000 tested, 0.69% active; AID 574;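 active = activation above a set limit, the screen-wide mean activation plus 3 SD, cut at about 8.5% in these data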;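 note: 100% = positive control agonist at 1 µM giving full maximal response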
Jurkat viability = reduces viability or proliferation of Jurkat cells; Jurkat E6.1 viability, ATP luminescence, 48 h; inhibition, % at 4 µM; 56,000 tested, 1.2% active;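 active = inhibition above the mean inhibition of all tested compounds plus 3 SD, cut at about 28% in these data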
HEK293 NFkB inh = lowers PMA/ionomycin-induced NF-kB signal in HEK293 cells; inhibition, % at 3 µM; HEK-293 NF-kB luciferase reporter, luminescence; AID 465; 62,000 tested, 0.21% active;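 active = inhibition above the mean of all tested compounds plus 3 SD, cut at about 40% in these data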;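 note: 0% = stimulated DMSO wells and 100% = 10 µM reference inhibitor 5653914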
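Material: HEK-293 cells with stable firefly luciferase reporter driven by four HIV NF-kB elements / Also added: PMA plus ionomycin mix as NF-kB-activating stimulus / Compound dosing: 3 µM once, 0.30% DMSO / Times: 1 h pretreatment, 16 h stimulation, 37 °C / Signal: luminescence / Evaluation: per-plate % inhibition versus controls / Benchmarks: DMSO and 10 µM reference inhibitor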
An asterisk follows results filed as active; nt = no result given. Hits appear at their usual frequency; 8.3% or so of the library scored in one or more.

SMILES	5HT1a antag	S1P1 ag pot	D1 mod	5HT1E antag	S1P3 ag	5HT1a ag	5HT1E ag	Jurkat viability	HEK293 NFkB inh
COC(=O)C1C(=O)C=C(N2CCOCC2)CC1(C)C (stereo not drawn)	15	nt	-0.75	-3	-0.6	0.7	-1.4	-1	15
COC(=O)c1cccc(NC(=O)Cn2nnc3ccccc32)c1	4	-11	-0.017	-4	0.0	-0.1	0.3	2	15
CCN(CC(=O)N1CCOCC1)S(=O)(=O)c1ccc(C)cc1	-3	-18	0.65	1	-0.8	-0.1	-0.2	-2	8
COc1ccc(NC(=O)CCCCn2c(=O)[nH]c3ccccc3c2=O)cc1	-1	3	0.4	5	-0.7	-0.8	-0.6	2	9
COCCn1nnnc1C(c1cc2cc(OC)ccc2[nH]c1=O)N1CCC(Cc2ccccc2)CC1 (stereo not drawn)	-9	2	1.7	-6	0.5	1.7	0.6	2	9
Cc1ccc2[nH]c(=O)c(CN(CCCN3CCOCC3)C(=O)Nc3cccc(Cl)c3)cc2c1	-14	-18	-0.9	-18	-0.8	2.4	1.3	4	7
CCc1nc(NCCN2CCOCC2)c(C#N)c2c1CCCC2	nt	1	nt	16	-3.4	1.8	-0.8	nt	nt
O=C(NCc1ccncc1)c1cccc(Cn2cc(Br)cn2)c1	-3	5	1	-2	-0.1	-2.1	0.7	7	13
CN(C)c1nc(Oc2ccc(/C=N/O)cc2)nc(N(C)C)n1	-4	nt	0.98	9	-0.8	1.2	1.7	2	13
O=C(NCCc1ccccc1)c1ccncc1	2	-12	-0.57	-3	-1.4	-0.5	-1.1	3	2
COc1ccc(CCNC(=O)c2nnn(-c3ccc4c(c3)OCCO4)c2N)cc1OC	5	-16	nt	4	-0.2	0.0	-0.3	3	33
O=S(=O)(NC1CCCC1)c1ccc(Br)s1	5	-9	0.29	10	2.3	-3.5	-0.3	2	14
CCn1c(SCC(=O)Nc2ccccc2N2CCOCC2)nnc1-c1ccccc1O	-15	-17	nt	-12	-0.1	0.1	-0.3	1	19
C/C(=C1\SC(N2CCOCC2)=NC1=O)c1ccc(C)cc1	-2	26	nt	3	-0.2	5.6	0.5	-13	13
COc1ccccc1OCC(=O)N(Cc1nc(-c2ccc(Cl)cc2)no1)C(C)C	7	-19	-0.84	-2	-0.4	-0.8	-0.5	2	14
O=C(NC1CCCCCC1)C1c2ccccc2C(=O)N1C1CC1 (stereo not drawn)	-1	1	0.73	1	0.8	-0.2	-0.7	0	15
O=C(Cn1ncc2c(=O)oc3ccccc3c21)N(Cc1ccco1)C1CCCCC1	16	4	nt	4	-1.4	2.5	-1.1	3	12
O=C1c2ccccc2C(=O)N1Cc1nc2ccccc2c(=O)n1CCCn1ccnc1	-10	-24	2.6	0	-1.1	1.2	-0.3	8	1
COc1ccc(N2CCN(C(=O)Cn3c(=O)[nH]c4ccsc4c3=O)CC2)cc1	-14	nt	-0.28	-9	nt	-2.0	-0.3	nt	12
Cc1cc(C)n(/N=C/c2cccc(O)c2)c(=O)c1C(N)=O	3	-12	0.46	12	-1.2	-0.9	1.1	-2	1
O=C1Nc2ccccc2C12OCC1(CO2)COC2(OC1)C(=O)Nc1ccccc12 (stereo not drawn)	-7	nt	0.63	-1	nt	0.5	-0.7	nt	8
COc1cc(C(=O)N2c3ccccc3CC2C)cc(OC)c1OC (stereo not drawn)	-1	-2	0.6	14	-1.1	-3.4	-1.2	0	-8
N=c1sc2ccccc2n1-c1ccccc1	-7	nt	21*	25	nt	2.5	25*	nt	-7
Cn1c(CCCOc2ccc(Cl)cc2Cl)nnc1SCC(=O)Nc1nccs1	12	-2	-0.074	0	-1.6	5.9	0.4	6	10

Limited to 5HT1E antag and 5HT1E ag, for some of the entries so far:
mol	5HT1E antag	5HT1E ag
CN(C)c1nc(Oc2ccc(/C=N/O)cc2)nc(N(C)C)n1	9	1.7
O=C(NCCc1ccccc1)c1ccncc1	-3	-1.1
COc1ccc(CCNC(=O)c2nnn(-c3ccc4c(c3)OCCO4)c2N)cc1OC	4	-0.3
O=S(=O)(NC1CCCC1)c1ccc(Br)s1	10	-0.3

Other compounds
SMILES	5HT1a antag	S1P1 ag pot	D1 mod	5HT1E antag	S1P3 ag	5HT1a ag	5HT1E ag	Jurkat viability	HEK293 NFkB inh
[O-]/[N+](=C/c1ccc(F)cc1)c1ccccc1	30	-1	0.87	-8	-0.2	-3.0	-0.6	-6	11
Cc1ccc(NC(=O)CSc2nnc(-c3ccccn3)n2C)cc1	0	13	-0.11	1	-0.8	-2.6	-0.9	-3	-4
O=C(COc1ccccc1)N1CCN(S(=O)(=O)c2cccs2)CC1	17	4	1.2	19	-1.1	-1.6	-0.7	5	6
COC(=O)c1ccc(NC(=O)Cn2nc(SC)n(N)c2=S)cc1	3	nt	0.04	-1	nt	-2.8	-0.6	nt	9
O=C(NCc1nc2ncc(Br)cc2[nH]1)c1ccccc1	12	-7	-0.96	0	-1.2	1.6	-0.1	4	-13
O=c1cc(N2CCC(Cc3ccccc3)CC2)[nH]c(=O)n1C1CCCCC1	-2	1	0.7	3	-0.4	-1.4	0.2	-3	21
Cc1csc(=O)n1CC(=O)OCc1cccc2ccccc12	8	11	-0.52	8	-0.5	-2.1	0.2	6	-7
COc1cc(-c2nnc(COc3ccc4ccccc4c3)o2)cc(OC)c1OC	-23	-83	0.5	2	-0.7	5.4	0.2	4	24
COCCN1Cc2cccc(C(=O)Nc3c(C)cc(C)cc3C)c2C1=O	8	4	0.22	5	-0.3	-1.9	-0.2	2	6
NC(=O)c1sc(=S)n(-c2ccc(Br)cc2)c1N	15	-5	nt	4	-0.8	-0.6	-0.5	-4	-2
CCn1c(COc2ccccc2C(N)=O)nc2ccccc21	-2	nt	nt	0	-0.6	-0.6	0.5	-1	18
COC(=O)c1ccc(C2C(C#N)=C(N)Oc3cc(C)n(C)c(=O)c32)cc1 (stereo not drawn)	10	8	0.4	-3	-0.6	0.5	0.0	8	11

Reformatted: entries from further up
structure,5HT1a antag,S1P1 ag pot,D1 mod,5HT1E antag,S1P3 ag,5HT1a ag,5HT1E ag,Jurkat viability,HEK293 NFkB inh
CCn1c(COc2ccccc2C(N)=O)nc2ccccc21,-2,nt,nt,0,-0.6,-0.6,0.5,-1,18
COc1cc(-c2nnc(COc3ccc4ccccc4c3)o2)cc(OC)c1OC,-23,-83,0.5,2,-0.7,5.4,0.2,4,24

(list continues)
SMILES	5HT1a antag	S1P1 ag pot	D1 mod	5HT1E antag	S1P3 ag	5HT1a ag	5HT1E ag	Jurkat viability	HEK293 NFkB inh
COc1ccc(C(=O)NC2=C(C#N)CCC2)cc1OC	1	-31	13*	9	-0.1	0.4	0.1	-8	7
NC(=O)N1CC(O)CC1C(=O)Nc1ccc(Cl)c(Cl)c1 (stereo not drawn)	-6	-30	0.64	-4	-0.6	-2.5	-0.5	3	9
COC(=O)c1ccc(NC(=O)CSc2nnc(Cc3cccn3C)n2-c2ccc(F)cc2)cc1	3	15	-0.0094	-7	-2.0	-0.8	0.6	0	13
CSc1nc(-c2ccccc2)nc2c1COC(C)(C)C2	6	-14	1	-17	-0.6	0.0	-0.7	-4	-3
Cc1ccc(C)c(N2CCN(C(=O)CN(C)S(=O)(=O)c3ccc4c(c3)CCC(=O)N4)CC2)c1	-5	27	nt	3	-1.2	-3.2	1.4	6	-1
CN1C(=O)N(C)C2CC1N(C)C(=O)N2C	6	-14	0.22	-8	-0.2	-2.2	0.1	-4	5
CN1CC=C2C(C#N)=C(N)C(C#N)(C#N)C(c3cccc(Cl)c3Cl)C2C1 (stereo not drawn)	-3	-22	-4.7*	-7	0.0	2.8	1.5	-1	23
Oc1ccc(CNC2CCCCC2)cc1	-6	-38	-0.11	-5	-0.4	-3.8	0.1	-2	7
CCCN1C(=O)c2ccccc2NC1c1ccc(OC)cc1OC (stereo not drawn)	-8	-7	0.12	-5	0.1	-2.7	-1.2	0	20
Cc1csc2ncc(C(=O)Nc3ccccc3F)c(=O)n12	-4	-3	1.2	-12	0.1	-0.5	1.3	1	-8
Cc1ccccc1S(=O)(=O)Cc1ccc(C(=O)N2CCN(C3CCCCC3)CC2)o1	-9	13	-0.058	-14	0.1	1.0	0.7	5	11
Cn1c(=O)cc(OCCCC(=O)NCCN2CCN(c3ccccc3F)CC2)c2ccccc21	23	-14	-2.9	-1	0.3	0.1	0.5	-3	15

Random excerpt: two entries already listed
SMILES	5HT1a antag	S1P1 ag pot	D1 mod	5HT1E antag	S1P3 ag	5HT1a ag	5HT1E ag	Jurkat viability	HEK293 NFkB inh
Oc1ccc(CNC2CCCCC2)cc1	-6	-38	-0.11	-5	-0.4	-3.8	0.1	-2	7
Cc1csc2ncc(C(=O)Nc3ccccc3F)c(=O)n12	-4	-3	1.2	-12	0.1	-0.5	1.3	1	-8

The listing continues.
SMILES	5HT1a antag	S1P1 ag pot	D1 mod	5HT1E antag	S1P3 ag	5HT1a ag	5HT1E ag	Jurkat viability	HEK293 NFkB inh
O=C(c1ccco1)N1CCN(C(=O)c2cc(-c3ccccn3)nc3ccccc23)CC1	1	6	0.67	1	-1.1	-1.6	-0.5	2	23
COc1ccc(N(CC(=O)Nc2ccc(C)cn2)S(=O)(=O)c2c(C)nn(C)c2C)cc1	-10	-11	0.8	-5	0.2	3.5	0.4	-2	2
CC(Nc1ccc(Br)cn1)c1cc(Cl)ccc1O (stereo not drawn)	17	4	0.32	6	-1.9	-5.2	0.1	1	10
CC1CCc2nn(CC(=O)NCCCN3CCOCC3)cc2C1 (stereo not drawn)	-4	-35	-0.009	0	0.0	-1.8	0.5	-2	18
Cc1ccc(OCC(=O)Nc2ccc(O)c(C(=O)O)c2)cc1C	-8	-24	0.46	-7	1.1	-1.2	0.1	1	0
COc1cc(C(=O)Nc2ccc(-c3nc4cc(C)ccc4o3)c(O)c2)cc(OC)c1OC	-8	-20	3.1*	-3	-1.3	-0.8	-0.1	5	15
O=C(COc1ncnc2ccccc12)NCc1ccc2c(c1)OCO2	-3	-3	0.45	8	-0.1	-1.2	-0.3	4	9
C/C=C(\C)c1nnc(NC(=O)c2ccco2)s1	-4	nt	-0.34	-5	0.3	-1.4	0.6	0	-23
CN(C)S(=O)(=O)N1CCc2ccccc21	0	nt	0.22	3	-1.3	-1.3	0.1	0	12
CS(=O)(=O)N(CC(=O)NCc1ccc2c(c1)OCO2)Cc1ccc(Cl)cc1	18	28	-0.076	14	-0.9	-2.1	0.3	4	3
CN(C)S(=O)(=O)c1ccc(C(=O)Nc2cccc(C(=O)O)c2)cc1	6	11	0.34	-7	-0.6	-3.4	0.1	4	19
CCOc1ccc(NC(=O)CSc2nnc(Cc3cccn3C)n2-c2ccc(OC)cc2)cc1	-8	-25	-0.27	-3	-0.5	-2.0	2.9	8	13
COc1cccc(C(=O)Nc2cccc(OC(C)=O)c2)c1	-14	-25	-2.7	-8	-0.4	0.4	-0.1	-1	-7
